TCR CD3 inh: inhibitors of human TCR-CD3 interaction, primary screen, biochemical, fluorescence, TAMRA-labeled TCR probe; inhibition, % at 9.4 µM; T-cell receptor (TCR); 0.37% of 360,000 active; AID 651800, 2012; in the data active means inhibition above about 19%;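 further: recombinant mutant TCR 2C K166C tagged with TAMRA read by polarization; 0% = receptor in buffer alone and 100% = receptor with positive control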
mABHD4 FP: ABHD4 inhibitors, primary screen, biochemical, fluorescence polarization, mouse; 0.54% of 370,000 active; AID 720543, 2013; purified mABHD4, FP-Rh probe fluorescence polarization; inhibition, % at 8.92 µM; (Lyso)-N-acylphosphatidylethanolamine lipase (Mus musculus), Q8VD66;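 active means inhibition exceeding the mean over every tested compound plus 3 SD, cut at about 30% in these data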;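 further: 0% = plate median of compound wells and 100% = S159A mutant with DMSO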
Target sequence (Q8VD66 whole entry, looked up): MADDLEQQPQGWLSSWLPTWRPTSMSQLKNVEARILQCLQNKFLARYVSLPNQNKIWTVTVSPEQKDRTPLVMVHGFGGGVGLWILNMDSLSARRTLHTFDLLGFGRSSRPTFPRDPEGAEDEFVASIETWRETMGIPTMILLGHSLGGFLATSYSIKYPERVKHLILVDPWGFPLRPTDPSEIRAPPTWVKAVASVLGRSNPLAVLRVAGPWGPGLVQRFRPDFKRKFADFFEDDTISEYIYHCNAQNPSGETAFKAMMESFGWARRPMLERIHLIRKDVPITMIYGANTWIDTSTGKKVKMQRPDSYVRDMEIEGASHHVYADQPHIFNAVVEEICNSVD
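System: mouse ABHD4 enzyme, wild type / Medium: HEPES pH 7.0, NaCl, Pluronic buffer / Reagent: FP-Rh activity-based fluorescent probe / Control set: S159A mutant high control, sample median low control / Detection: fluorescence polarization with parallel and perpendicular emission, 525/598 nm / Schedule: 45 min + 60 min at 25 °C / Compound dosing: 8.92 µM, single dose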
PRMT1 FP inh: PRMT1 methyltransferase inhibitors, primary screen, biochemical, fluorescence polarization; Protein arginine N-methyltransferase 1 (Homo sapiens), Q99873; recombinant PRMT1, activity-based probe fluorescence polarization; inhibition, % at 2.79 µM; 1.3% of 370,000 active;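 active means inhibition above about 21% made by adding two undisclosed values, limit read from the data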
Target sequence (Q99873 whole entry, looked up): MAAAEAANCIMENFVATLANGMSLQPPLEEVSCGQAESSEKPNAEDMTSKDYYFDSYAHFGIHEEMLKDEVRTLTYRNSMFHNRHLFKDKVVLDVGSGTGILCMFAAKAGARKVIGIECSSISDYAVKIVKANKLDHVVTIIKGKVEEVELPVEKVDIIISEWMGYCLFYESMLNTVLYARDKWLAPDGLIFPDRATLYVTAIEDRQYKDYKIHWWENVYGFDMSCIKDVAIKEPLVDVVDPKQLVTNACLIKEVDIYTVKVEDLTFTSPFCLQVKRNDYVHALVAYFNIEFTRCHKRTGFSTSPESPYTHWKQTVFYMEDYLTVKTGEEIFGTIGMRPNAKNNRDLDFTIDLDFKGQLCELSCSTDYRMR
TDP2 inh: human TDP2 enzyme inhibitors, primary screen, biochemical, epi absorbance, recombinant enzyme; Tyrosyl-DNA phosphodiesterase 2 (Homo sapiens), O95551; T5PNP hydrolysis, p-nitrophenol absorbance 415 nm; inhibition, % at 12.8 µM; 0.34% of 370,000 active; AID 720702, 2013;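 active means inhibition above the mean of all tested compounds plus 3 SD, set per campaign, cut at about 25% in these data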;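 further: 0% = DMSO with enzyme and 100% = buffer with substrate but no TDP2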
Target sequence (O95551 whole entry, looked up): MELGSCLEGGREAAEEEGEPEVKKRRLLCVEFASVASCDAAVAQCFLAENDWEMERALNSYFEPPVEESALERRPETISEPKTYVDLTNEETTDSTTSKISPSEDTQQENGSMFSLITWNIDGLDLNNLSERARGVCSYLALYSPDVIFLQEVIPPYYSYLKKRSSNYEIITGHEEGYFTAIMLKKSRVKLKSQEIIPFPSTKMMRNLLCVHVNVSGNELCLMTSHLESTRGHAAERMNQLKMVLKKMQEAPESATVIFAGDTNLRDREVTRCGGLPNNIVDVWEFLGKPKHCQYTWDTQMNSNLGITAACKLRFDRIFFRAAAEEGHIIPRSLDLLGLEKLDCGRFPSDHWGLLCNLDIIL
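System – recombinant human TDP2 · Amount – 120 nM TDP2 per well · Buffer or medium – Mg2+-containing Tris-HCl buffer, pH 7.5 · Reagent – T5PNP substrate, 5 mM · Dosing – 12.8 µM single point, 1% DMSO · Incubation – 2 h at 37 °C · Measured by – epi absorbance · Read-out basis – percent inhibition · Benchmarks – high control without enzyme, low control DMSO plus TDP2 · Repeats – singlicate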
PG9 binder: binders of HIV-1 gp120 antibody PG9, primary screen, biochemical, TR-FRET | HIV-1 gp120 / PG9 antibody interaction | TR-FRET gp120-PG9 antibody binding | inhibition, % at 6.7 µM | 0.43% of 360,000 active; in the data active means inhibition above about 8.5%
DDE Tn7 FP inh: inhibitors of Tn7 peptide binding to fibrin DD(E), primary screen, biochemical, fluorescence polarization, human fibrin, Tn7 probe | Fibrinogen beta chain (Homo sapiens), P02675 | FP displacement of FITC-Tn7 peptide from fibrin DD(E); 0% = median of compound wells per plate | inhibition, % at 8.3 µM | 0.13% of 370,000 active;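 active means inhibition above the mean of compounds falling within the control limits plus 3 SD of them, cut at about 14% in these data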;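 further: 0% = plate median of compound wells and 100% = 10 µM Aha-Tn7 peptide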
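Test system – human fibrin DD(E) · Times – 10 min preincubation, 3 h with tracer, room temperature · Detection – fluorescence polarization of the labelled Tn7 tracer · Measure – percent inhibition normalized to high-control wells · Benchmarks – high control wells with 10 µM unlabelled Aha-Tn7 peptide (full inhibition) · Repeats – singlicate testing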
UHRF1 binding: UHRF1 methylated DNA binding inhibitors, primary screen, counter-screen for MBD2 inhibitor project, biochemical, TR-FRET, human UHRF1, single concentration; E3 ubiquitin-protein ligase UHRF1 (Homo sapiens), Q96T88; UHRF1 binding to methylated oligo; inhibition, % at 4.4 µM; 0.75% of 370,000 active; in the data active means inhibition above about 21%;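 further: UHRF1 SRA domain binding a hemimethylated CpG hairpin DNA probe; 0% = median of test compound wells and 100% = reference inhibitor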
HTRA1 inh: HTRA1 serine protease inhibitors, primary screen, biochemical, fluorescence polarization, HTS | Q92743 | AID 504803, 2011 | recombinant HTRA1, FP-rhodamine activity-based probe | inhibition, % at 5.96 µM | 0.5% of 340,000 active; in the data active means inhibition above about 36%;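 further: 0% = enzyme with DMSO and 100% = wells lacking enzyme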
LEDGF integ inh: blockers of LEDGF/p75-dependent integrase strand transfer – biochemical, TR-FRET, high throughput, primary screen | TR-FRET IN-LEDGF/p75 DNA integration, Eu/Cy5 | 0.64% of 370,000 active | inhibition, % at 3.7 µM | HIV-1 integrase (with human LEDGF/p75);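 active means inhibition above the screen-wide mean plus 3 SD, cut at about 13% in these data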;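 further: signal is the Cy5 over europium emission ratio at 671 and 618 nm; 0% = plate median of compound wells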
SIAE primary: human SIAE inhibitors, primary screen, biochemical, fluorescence polarization, FP-Rh probe, 1536-well HTS; AID 1053197, 2014; 0.69% of 370,000 active; Sialate O-acetylesterase (Homo sapiens), Q9HAT2; inhibition, % at 9.66 µM; SIAE FP-Rh probe binding;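 active means inhibition above a cutoff: mean of compounds within the control limits plus 3 SD of those, cut at about 17% in these data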;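 further: 0% = plate median of compound wells and 100% = probe without SIAE protein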
* = called active by the depositor; . = no result given.

compound	TCR CD3 inh	mABHD4 FP	PRMT1 FP inh	TDP2 inh	PG9 binder	DDE Tn7 FP inh	UHRF1 binding	HTRA1 inh	LEDGF integ inh	SIAE primary
O=C(CSc1nnc2c(n1)[nH]c1ccc(S(=O)(=O)N3CCOCC3)cc12)Nc1ccccc1Cl	5	2	-1	1	0.0	9	1	0	-2	-36
O=C(O)c1ccc(Nc2nc(-c3cc4ccccc4oc3=O)cs2)cc1O	7	28	4	10	0.0	0	-1	.	3	-35
O=S(=O)(Nc1ccccn1)c1ccc(C(F)(F)F)cc1Cl	-5	-6	-3	1	-2.0	1	-1	0	-1	-7
CCOc1ccc(NC(=O)CN2CCC(n3cnc4cc(F)ccc43)CC2)cc1	9	1	-2	-2	-0.2	6	-1	.	1	1
COc1cccc(/C=N/NC(=O)CNC(=O)CCc2ccccc2)c1O	-4	-5	-1	-2	-0.1	-1	-4	5	-5	2
Cc1ccc(CNC(=O)Cc2nc3nc(C)cc(C)n3n2)cc1	6	-2	0	7	2.6	-1	2	-4	-1	-3
N/N=C/C(=N\Nc1ccc(Cl)cc1)C(=O)c1ccncc1	-2	-9	1	0	-2.4	8	-3	-12	1	8
Cc1cccc(NC(=O)CC(=O)Nc2cccc(C)c2)c1	-1	2	0	0	0.6	0	-1	-15	0	2
CSCC(C)N1CCC(Oc2cccc(C(=O)NCc3ccccn3)c2)CC1 (centres undefined)	5	-2	6	4	-0.6	2	0	2	-1	0
CC1CCCCN1C(=O)C1COc2ccccc2O1 (centres undefined)	-8	-2	0	-6	-1.9	3	7	-2	0	9
CC(=Nc1ccccc1O)c1sc2ccccc2c1O	-3	16	34*	-1	-4.2	-2	-2	27	-5	5
Cc1cccn2c(=O)nc(SCC(=O)c3ccc(Cl)cc3)nc12	2	4	-1	15	-3.0	-4	0	1	1	-3
CN1CCN(CC(=O)Nc2nc3ccccc3s2)CC1	2	11	-1	25*	0.1	5	2	3	0	-1
O=C(Nc1nc(-c2ccc(F)c(F)c2)cs1)c1ccc(OCC2CCCO2)cc1 (centres undefined)	3	5	3	-5	7.6	-3	2	1	3	0
O=C(Nc1cc2c3c(c1)CC(=O)N3CCC2)c1ccccc1F	6	7	-1	2	1.2	4	0	4	0	-3
COc1ccc2c(c1)sc1nc(=O)ccn12	3	1	3	-3	-0.8	9	-2	-1	-5	-5
O=Cc1ccc(N2CCCC2)o1	4	2	1	5	-2.3	0	-2	9	0	5
COc1ccc(OC)c(NC(=S)N2CCN(Cc3ccccc3)CC2)c1	9	2	-2	-5	-1.8	-2	-3	-1	-4	-1
CC(NC(=O)/C(C#N)=C/c1ccc(N2CCOCC2)cc1)c1ccccc1 (centres undefined)	1	-3	0	-1	-0.8	10	0	-8	-1	3
O=C(NC1CCCN(Cc2ccccc2F)C1)c1cccs1 (centres undefined)	2	-3	-1	-11	0.1	8	0	0	-3	3
OC(CNc1nc2ccccc2s1)c1ccccc1 (centres undefined)	-3	1	0	-1	-0.2	5	1	-5	2	6
Cc1nc2ccc3nc(NC(=O)c4ccco4)sc3c2s1	4	-10	5	6	5.0	-8	0	-11	-3	-21
CCN(CC)N=Nc1ccc(S(N)(=O)=O)cc1	0	2	0	4	-1.1	4	-1	3	0	-7
Cc1cc(C)c2sc(C)[n+](CCCS(=O)(=O)[O-])c2c1	-8	-1	51*	-5	0.1	-1	0	2	-7	-3
CCc1n[nH]c(=S)n1/N=C/c1ccc(NC(C)=O)cc1	0	-3	0	13	-0.7	1	0	8	0	-4

(more compounds)
compound	TCR CD3 inh	mABHD4 FP	PRMT1 FP inh	TDP2 inh	PG9 binder	DDE Tn7 FP inh	UHRF1 binding	HTRA1 inh	LEDGF integ inh	SIAE primary
O=C(CS(=O)(=O)c1ccc2ccccc2c1)N1CCCCCC1	2	-7	-2	-10	-0.2	1	-3	0	4	-1
O=C(NCC(=O)N1CCN(C/C=C/c2ccccc2)CC1)c1ccc(Br)cc1	-5	-7	3	-8	1.5	4	3	-1	1	1
O=C(COC(=O)c1cccc2ccccc12)Nc1cccnc1Cl	4	-4	0	-3	2.1	9	1	-10	-1	-2
O=C(NCc1ccc2c(c1)OCO2)c1cc(-n2cnnc2)ccc1Cl	2	0	-2	1	1.1	-2	-1	-1	2	1
COc1cc2nc(/C=C/c3ccc(N(C)C)cc3)sc2cc1SC	-5	-3	-3	1	1.0	0	-3	1	2	1
CCC(C)NS(=O)(=O)c1ccc(NC(=O)C2CCCO2)cc1 (centres undefined)	3	-1	-2	-6	-0.7	3	1	5	4	9
CC1(C(=O)NS(=O)(=O)C2CC2)CCCN(C(=O)c2ccc(F)cc2Cl)C1 (centres undefined)	0	-6	1	5	-1.0	4	1	.	7	0
COc1ccc(OC)c(NC(=O)COC(=O)CCCN2C(=O)c3ccccc3C2=O)c1	-4	-2	3	-12	-1.6	3	3	0	-4	5
CC(C)C(NC(=O)c1cccnc1)C(=O)O (centres undefined)	-3	2	-2	7	-1.6	-2	-3	-1	-1	-4
CCOC(=O)C1CCN(c2cc3c(cc2NC(=O)c2ccccc2Cl)n(C)c(=O)n3C)CC1	6	8	4	2	-1.4	6	-2	-3	-1	2
Clc1cccc(Cl)c1/C=C/c1ccn[nH]1	6	-5	-3	3	-1.6	9	-3	-15	-1	3
CSc1nnc(-c2ccccc2)o1	1	-1	0	4	0.9	-4	0	10	0	-2
Cc1cccc(C)c1NC(=O)C1=C(O)c2ccccc2N(C)S1(=O)=O	-2	4	-1	-4	0.9	0	-3	5	-2	-4
COc1ccc(Oc2cc(C)c3ccccc3n2)cc1	-1	0	3	3	0.0	4	1	-14	1	0
Cc1ccnc(N2C(=O)c3ccccc3C2Nc2ccc3c(c2)OCCO3)c1 (centres undefined)	-2	-44	-1	-15	-0.1	-11	-2	-3	4	-1
CCOC(=O)N1CCN(C(=O)C[C@H]2C[C@@]3(C(=O)OC)C(=C[C@H](C(C)(C)C)O[C@@H]3C)N(CCc3ccc(OC)c(OC)c3)C2=O)CC1	.	-2	0	-3	.	2	-1	.	-6	2
Cc1ccccc1NC(=O)Cn1nc(C)c2ccccc2c1=O	5	-3	-4	12	-1.6	-8	0	2	0	-4
CCN1CCN(C(c2ccccc2)c2nnnn2Cc2ccccc2)CC1 (centres undefined)	-2	11	3	6	0.1	1	1	-2	1	-5
COc1ccc(CCNC(=O)C2CC(c3cccc([N+](=O)[O-])c3)=NO2)cc1 (centres undefined)	1	4	0	1	-1.2	-4	0	-2	-2	-6
COc1ccc(-n2c(C)nc3cc(C(=O)O)ccc32)cc1	-6	-14	-1	-2	-1.6	-3	-1	9	9	16
CN(C)c1cc[n+](CC(=O)N2c3ccccc3Sc3ccccc32)cc1	1	4	-1	13	0.0	0	-1	8	-1	3
CN(Cc1nc2ccccc2[nH]1)C(=O)C1CCC(=O)N(CCc2cccc(F)c2)C1 (centres undefined)	5	3	4	-5	-2.4	3	1	-1	-1	-3
COc1ccc(-c2cc3ccc(F)cc3cn2)cc1	-5	-2	3	8	1.5	1	2	-14	1	2
COc1ccc2c(c1OC)C(=O)N1C2SC[C@H]1C(=O)NC1CCCC1 (some centres undefined)	1	4	4	5	0.7	4	-1	-1	-2	-6
CC(=O)c1cccc(NC(=O)COC(=O)CCc2ccc(S(=O)(=O)N3CCOCC3)cc2)c1	5	2	-2	-3	1.3	2	-1	0	1	-15

Continued:
compound	TCR CD3 inh	mABHD4 FP	PRMT1 FP inh	TDP2 inh	PG9 binder	DDE Tn7 FP inh	UHRF1 binding	HTRA1 inh	LEDGF integ inh	SIAE primary
COC(=O)[C@@]1(Sc2ccc(C)cc2)CC(=O)N(c2cccc(SC)c2)[C@@H]1c1ccccc1	-4	-8	4	7	-0.8	4	0	.	-5	-1
CSCCC(NC(=O)COc1ccccc1)C(=O)N(C)CC(=O)Nc1ccc(C)cc1 (centres undefined)	3	2	-1	-1	0.5	-5	-1	4	7	-1
O=C(c1cccc(Cl)c1)N1CCN(Cc2ccccc2F)CC1	-10	10	-2	0	-0.8	-6	1	0	5	-3
COC(=O)c1c(C)[nH]c(C(=O)C(C)OC(=O)c2cnc(C)cn2)c1C (centres undefined)	4	-4	-1	-2	-0.5	-1	2	8	2	-2
COCC1CCN(Cc2cn(-c3ccccc3F)nc2-c2cc(C)sc2C)CC1	0	8	-2	12	1.1	-2	-1	-2	-4	3
C[C@H](NC(=O)c1ccc2ccccc2c1)C(=O)N1CCC2(CC1)NCCc1[nH]cnc12	2	3	-2	-2	-1.7	-5	-3	0	-2	-3
CCS(=O)(=O)N1Cc2ccccc2CC1C(=O)Nc1nnc(SCc2c(Cl)cccc2Cl)s1 (centres undefined)	-13	-25	-1	1	3.2	-1	-2	-89	-3	-20
CC(=O)N1CCN(C(=O)COC(=O)CNC(=O)c2ccc(C)cc2)CC1	-1	7	4	-1	-1.9	0	0	-1	2	-8
O=C(NCC1(c2ccccc2)CCCC1)c1cccc(Br)c1	7	-22	-1	-12	-0.9	-6	-1	-27	-1	-1
COc1ccccc1NC(=O)c1cccc2c(Br)cccc12	-2	-3	5	4	2.2	6	1	-19	-4	2
COc1cc(C)ccc1S(=O)(=O)NC1CC(C)(C)NC(C)(C)C1	-2	7	2	-9	3.1	3	-1	-2	-3	-2

Copied from the results shown, 3 compounds:
compound	TCR CD3 inh	mABHD4 FP	PRMT1 FP inh	TDP2 inh	PG9 binder	DDE Tn7 FP inh	UHRF1 binding	HTRA1 inh	LEDGF integ inh	SIAE primary
C[C@H](NC(=O)c1ccc2ccccc2c1)C(=O)N1CCC2(CC1)NCCc1[nH]cnc12	2	3	-2	-2	-1.7	-5	-3	0	-2	-3
CCS(=O)(=O)N1Cc2ccccc2CC1C(=O)Nc1nnc(SCc2c(Cl)cccc2Cl)s1 (centres undefined)	-13	-25	-1	1	3.2	-1	-2	-89	-3	-20
CC(=O)N1CCN(C(=O)COC(=O)CNC(=O)c2ccc(C)cc2)CC1	-1	7	4	-1	-1.9	0	0	-1	2	-8
